Source: PubChem
PLK1 PBD inh – inhibitors of human PLK1 polo-box domain binding; P53350; Plk1 PBD binding of FITC phosphopeptide, fluorescence polarization; hit rate 2.8% among 360,000; AID 720504; Potency, µM, for the others: max response, negative = inhibition, usual class: inhibitors; note: potency is the fitted concentration of half-maximal effect; series mostly up to about 57 µM; % is set by controls: 0 for no effect and ±100 for the full control effect; nearly all actives have a fitted effect of over 65% in size
Target sequence (P53350 whole entry, looked up, the tested form may be a part): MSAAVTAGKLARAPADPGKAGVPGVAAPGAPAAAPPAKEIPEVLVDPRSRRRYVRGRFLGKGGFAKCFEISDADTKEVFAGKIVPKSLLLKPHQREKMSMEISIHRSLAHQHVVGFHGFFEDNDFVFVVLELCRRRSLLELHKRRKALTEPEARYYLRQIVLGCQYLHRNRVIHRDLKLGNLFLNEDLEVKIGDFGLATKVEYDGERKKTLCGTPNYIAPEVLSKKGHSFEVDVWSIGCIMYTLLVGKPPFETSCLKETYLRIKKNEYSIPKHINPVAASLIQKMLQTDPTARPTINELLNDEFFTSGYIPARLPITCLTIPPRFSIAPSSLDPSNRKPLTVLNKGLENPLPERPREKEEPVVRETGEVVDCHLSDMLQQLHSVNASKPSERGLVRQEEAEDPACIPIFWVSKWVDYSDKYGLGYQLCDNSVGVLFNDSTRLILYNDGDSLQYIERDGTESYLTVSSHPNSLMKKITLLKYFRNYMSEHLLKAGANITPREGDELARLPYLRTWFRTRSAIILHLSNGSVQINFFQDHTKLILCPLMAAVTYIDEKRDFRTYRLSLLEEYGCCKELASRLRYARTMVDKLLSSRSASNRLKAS
EPAC1 antagonist – blocks human EPAC1 exchange factor; AID 720709; Potency, µM (titrated, usually from 115 µM), for inactives: at the highest dose activity change, negative = inhibition, most hits filed as inhibitors; EPAC1 GEF assay, Rap1b-BODIPY-GDP exchange fluorescence; hit rate 0.14% among 360,000; O95398;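 note: potency is the fitted concentration of half-maximal effect; plate controls were vehicle for no effect and positive control for full effect; nearly all actives have a fitted effect of over 50% in size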
PI5P4K alpha inh – PI5P4K alpha (human) kinase inhibition. PI5P4Kalpha enzyme, ADP-Glo luminescence, 60 min; hits give low values. max response, %. hit rate 1.2% among 330,000; active = max response of -50% or lower; inconclusive = between -30% and -50%; inactive = -30% or higher; note: value at the top dose of about 77 µM; % is set by controls: 0 for no effect and ±100 for the full control effect
Target sequence (P48426 whole entry, looked up): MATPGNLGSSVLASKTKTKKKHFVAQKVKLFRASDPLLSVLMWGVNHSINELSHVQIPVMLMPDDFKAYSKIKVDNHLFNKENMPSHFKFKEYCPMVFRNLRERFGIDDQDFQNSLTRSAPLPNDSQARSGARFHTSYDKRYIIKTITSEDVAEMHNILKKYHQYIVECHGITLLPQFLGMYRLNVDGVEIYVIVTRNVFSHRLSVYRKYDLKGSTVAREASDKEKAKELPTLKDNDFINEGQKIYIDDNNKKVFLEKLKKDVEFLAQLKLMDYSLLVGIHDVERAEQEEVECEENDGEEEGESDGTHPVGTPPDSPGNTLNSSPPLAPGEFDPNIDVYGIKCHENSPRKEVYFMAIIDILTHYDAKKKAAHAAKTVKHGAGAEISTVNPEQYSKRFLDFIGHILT
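Single end-point luminescence (ADP-Glo) quantified ADP from PI5P4Kalpha turnover; ATP 5 microM final, 1 h at RT, 0.1% CHAPS and 0.28 mM EGTA in HEPES pH 7.4.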
Mm-Cpn inhibitor – blocks the Methanococcus maripaludis chaperonin Mm-Cpn. purified Mm-Cpn ATPase, ADP Transcreener TR-FRET. Potency, µM (titrated, usually from 76.9 µM), inactives show at the highest dose activity, negative = inhibition, hits mostly inhibitors. hit rate 0.031% among 330,000; note: potency is the fitted concentration of half-maximal effect; % is set by controls: 0 for no effect and ±100 for the full control effect; nearly all actives have a fitted effect of over 80% in size
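Inhibition of chaperonin ATP hydrolysis is measured as reduced ADP production, detected by competitive TR-FRET in which signal falls with ADP. Final enzyme 25 nM and ATP 10 uM, reacted 30 min at 37°C.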
WRN inhibitor – WRN helicase (human) inhibition; Q14191; AID 651768; WRN helicase unwinding, fluorescent forked duplex, kinetic; Potency, µM (highest dose often 114 µM), inactives show top-dose activity change, negative = inhibition, actives largely listed as inhibitors; hit rate 0.46% among 360,000; note: potency is the fitted concentration of half-maximal effect; % is set by controls: 0 for no effect and ±100 for the full control effect; nearly all actives have a fitted effect of over 55% in size
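WRN at 20 nM final preincubated with compound 15 min at room temperature; reaction started with 100 nM fluorophore/quencher forked duplex oligonucleotide and 2 mM ATP final. Unwinding followed kinetically by red fluorescence (ex 525, em 598 nm).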
EPAC1 ag – EPAC1 (human) agonism. EPAC1 agonist qHTS, biochemical assay; response scale: 100% = response to 6.5 mM cAMP. Potency, µM (highest dose often 154 µM), for inactives: at the top dose activation, most hits filed as activators. hit rate 0.073% among 360,000. AID 720707; note: potency is the fitted concentration of half-maximal effect; nearly all actives have a fitted effect of over 60% in size
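Read-out is the fluorescence drop as BODIPY-GDP leaves Rap1B (480 nm excitation, 540 nm emission), recorded every 5 minutes over 30 minutes. Reactions held 100 nM EPAC1, 250 nM Rap1B–BODIPY-GDP and 50 uM GDP, with 6.5 mM cAMP setting full activation.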
EPAC2 antag – blocks human EPAC2 exchange factor | hit rate 0.18% among 360,000 | Potency, µM (titrated, usually from 114 µM), without a hit: at the highest dose activity, negative = inhibition, hits mostly inhibitors | AID 720708 | EPAC2 GEF exchange of Rap1B-BODIPY-GDP, fluorescence | Q8WZA2; note: potency is the fitted concentration of half-maximal effect; % is set by controls: 0 for no effect and ±100 for the full control effect; nearly all actives have a fitted effect of over 45% in size; many of its hits are not listed in these tables
CCT chaperon mod – cytosolic chaperonin activity modulation; activity change, % (test concentration not listed), hits read low; purified chaperonin ATPase assay, HTRF ADP detection, 30 min; hit rate 0.3% among 360,000; in the data active = activity change below about -30%; note: % is set by controls: 0 for no effect and ±100 for the full control effect
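Nucleotide hydrolysis assay: TRiC at 20–40 nM final (set by batch activity) with 10 uM ATP, 30 min at 37 °C, in presence of 76 uM compound. Detection by competitive ADP HTRF, 30 min ambient.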
Starred values were filed as active, the others as inactive; u = inconclusive; x = not tested or not shown; & = joins results of further samples; [ ] = remark or other dose. Unless noted, calls come from the whole dose curve; as a rule, active = well fitted curve in the direction sought with a large enough effect; inconclusive = small, poorly fitted or top-dose-only effect, or another doubt; inactive = no such curve, though single readings can be large; an effect the other way counts as inactive or inconclusive. Not all compounds are listed. The share of hits here may be higher or lower than overall.

structure	PLK1 PBD inh	EPAC1 antagonist	PI5P4K alpha inh	Mm-Cpn inhibitor	WRN inhibitor	EPAC1 ag	EPAC2 antag	CCT chaperon mod
CCOC(=O)C1(Cc2ccc(Cl)cc2)CCN(Cc2ccon2)CC1	-2%	-2%	-1	1%	3%	4%	-17%	1.1
CCC(C)(C)NC(=O)C(c1ccco1)N(C(=O)CNC(=O)c1cccs1)c1cccnc1 (configuration not stated)	1%	21%	x	2%	-8%	-6%	14%	0.0
O=C(CCl)N1CCN(S(=O)(=O)c2ccc3c(c2)CCC3)CC1	-12%	-5%	0	0%	-10%	13%	-6%	-0.8
CC1(C)C[C@@H]1C(=O)N/C(=C\CCCCSC[C@H](N)C(=O)O)C(=O)O	-6%	4%	5	2%	3%	1%	2%	-1.1
O=C(/C=C/c1cc(Br)ccc1F)Nc1cccnc1	-2%	22%	4	-9%	5%	3%	6%	-0.1
CC(=O)O[C@]1(C(C)=O)CC[C@H]2[C@@H]3C[C@H](C)C4=CC(=O)CC[C@]4(C)[C@H]3CC[C@@]21C	-9%&3%	-15%&-26%	-2&-1	0%[15.4 µM]	6%&2%	-18%&-8%	2%&-8%	-2.0&0.9
COc1ccc(CCNC(=O)c2ccc(NS(=O)(=O)c3c(C)noc3C)cc2)cc1OC	-8%	0%	1	-2%	1%[57.1 µM]	16%	-7%	-2.8
CCCCCC(=O)Nc1cc2[nH]c(=O)cc(COC)c2cc1C	0%	-2%	1	-1%	-8%	-1%	-13%	-0.4
CCOc1ccc(-c2nnn(CC(=O)N3CCN(c4ccc(OC)cc4)CC3)n2)cc1OCC	-7%	-6%	x	1%	0%	-16%	-1%	-1.4
c1cc2c3c(cccc3c1)NC1(CCCCC1)N2	-21%	10%	x	-3%	-12%	-3%	-2%	-3.5

Next part.
structure	PLK1 PBD inh	EPAC1 antagonist	PI5P4K alpha inh	Mm-Cpn inhibitor	WRN inhibitor	EPAC1 ag	EPAC2 antag	CCT chaperon mod
CCOC(=O)c1c(NC(=O)C(C)S(=O)(=O)c2cn(CC)c3ccccc23)sc2c1CCCC2 (configuration not stated)	-7%	-10%	15	0%	-3%	-1%	-12%	-0.1
COc1ccc(/C=C/C(=O)NC(=S)Nc2ccccn2)cc1	-6%	8%	-1	-2%	-2%	3%	8%	-1.0
COc1nc(N(C#N)CC(N)=O)nc(N2CCCC2)n1	-2%	4%	4	0%	-2%	4%	6%	-1.1
CC(=O)Nc1ccc(NC(=O)CSc2nnc(NC(=O)c3ccc(Br)o3)s2)cc1	u	-23%	-28	-2%	56µM*	0%	-13%	0.6
Cc1cc(/C=C(\C#N)C(=O)Nc2ccccc2F)c(C)[nH]1	-1%	11%	4	-3%	-8%	6%	0%	0.9
O=C(NC1CCCC1)C(c1ccncc1)N(C(=O)Cc1cccs1)c1ccc(F)cc1 (configuration not stated)	-15%	-5%	-3	1%	1%	-4%	-1%	-2.9
COc1ccc(Cc2nc(C)cc(Cl)n2)cc1[N+](=O)[O-]	-10%	-17%	-7	0%	-22%	-11%	9%	0.1
CC(=O)Nc1c(C)nn(-c2ccc(C)c(C)c2)c1C	3%	-6%	-1	-1%	-9%	2%	-2%	0.3
CCCCn1c(C(C)NC(=O)COC)nc2ccccc21 (configuration not stated)	-8%	7%	0	1%	9%	-1%	0%	-2.4
CC(=O)c1c(N2CCOCC2)nc(=S)n(-c2cc(C)ccc2C)c1C	-2%	3%	x	-3%	-17%	2%	13%	2.5

More entries
structure	PLK1 PBD inh	EPAC1 antagonist	PI5P4K alpha inh	Mm-Cpn inhibitor	WRN inhibitor	EPAC1 ag	EPAC2 antag	CCT chaperon mod
O=C(N/C(=C/c1ccc([N+](=O)[O-])cc1)C(=O)N1CCCC1)c1ccccc1	5%	-7%	-2	0%	-5%	8%	1%	0.4
O=C(NCCc1ccccc1)c1cc(S(=O)(=O)N2CCOCC2)ccc1F	0%	0%	x	-2%	-9%	2%	-1%	2.2
CC(C)(C)c1cc(NC(=O)Nc2ccc(Br)cc2Cl)no1	-7%	1%	21	-1%	-4%	5%	-12%	-2.1
Cc1ccc(F)c(S(=O)(=O)NC(=O)C2(C)CCN2C(=O)CCc2cccs2)c1 (configuration not stated)	-3%	-3%	1	x	-5%	5%	39%[activator]	-2.2
Clc1ccc(OCCNCCc2ccccc2)cc1	4%	3%	8	3%	6%	-7%	12%	-4.2
Cc1ccc(NCc2n[nH]c(=S)n2-c2cccc(Cl)c2)cc1	u	-4%	5	0%	-5%	4%	-4%	-2.6
COCCN(CCOC)C(=O)c1ccc(NS(=O)(=O)c2ccc3c(c2)OCCO3)cc1	0%	2%	4	-15%	-12%	7%	-8%	-2.7
CCOc1ccc(CCNC(=O)C2CCN(S(=O)(=O)c3ccc(C)cc3)CC2)cc1OCC	-2%	-25%	2	u	-10%	-12%	8%	1.7
COc1ccc(CCNC(=O)CCCCCN2C(=O)c3ccccc3C2=O)cc1OC	-9%	1%	-4	2%	1%	-1%	-2%	0.2
Cc1cc(=O)[nH]c2c(C)cc(S(=O)(=O)Nc3ccc(O)cc3)cc12	-7%	-26%	0	1%	-6%	13%	-2%	-0.1

More entries follow:
structure	PLK1 PBD inh	EPAC1 antagonist	PI5P4K alpha inh	Mm-Cpn inhibitor	WRN inhibitor	EPAC1 ag	EPAC2 antag	CCT chaperon mod
O=C(COC(=O)c1cn(-c2ccccc2)nc1-c1cccs1)NC1CC1	-2%	5%	1	0%	10%	-11%	6%	-0.4
CCCCOC(=O)c1ccc(S(N)(=O)=O)o1	-6%	0%	-3	1%	-30%	-4%	2%	-2.3
COC(=O)C(C(=O)NCC1CCCO1)C1CCCCCC1 (configuration not stated)	-7%	-7%	12	0%	2%	-2%	-1%	-2.1
O=C1NCCN1Cc1ccc(F)cc1	-4%	-5%	x	2%	1%	0%	-2%	-2.9
CN(Cc1ccccc1)c1nc(N)nc(Cl)c1C=O	-16%	-4%	-4	3%	-35%	-2%	-4%	-1.9
O=C(Nc1nc2ccccc2n1CCN1CCCCC1)C1CCCCC1	-9%	-11%	-9	-3%	-2%	9%	3%	-0.7
O=c1ccc(Oc2nc(N3CCOCC3)nc(N3CCOCC3)n2)nn1-c1ccccc1	-7%	1%	x	2%	4%	3%	2%	-1.6
O=S(=O)(Nc1cccc(-c2cn3cccnc3n2)c1)c1ccccc1	-4%	0%	-9	0%	-30%	-6%	1%	-5.7
CCCc1cc(=O)oc2c3c(cc(OCC(=O)N[C@@H](CSC)C(=O)O)c12)OC(C)(C)CC3	0%	17%	1	-4%	-6%	-8%	12%	-1.9
COc1ccc(S(=O)(=O)NCCC(=O)OCc2cc(=O)oc3cc(C)ccc23)cc1[N+](=O)[O-]	-12%	-5%	-6	1%	-19%	-58%[inhibitor]	1%	-1.8

Going on with the list:
structure	PLK1 PBD inh	EPAC1 antagonist	PI5P4K alpha inh	Mm-Cpn inhibitor	WRN inhibitor	EPAC1 ag	EPAC2 antag	CCT chaperon mod
O=C(/C=C/c1ccccc1)NCCc1nc2ccccc2[nH]1	-2%	14%	-1	0%	8%	-5%	20%	0.7
O=C(O)c1cccc(S(=O)(=O)Nc2ccccc2Cc2ccccc2)c1	-6%	18%	-1	-1%	-30%	6%	-11%	-0.5
C=C(C)c1cccc(C(C)(C)NC(=O)Nc2ccc(OC)nc2)c1	-14%	-5%	5	-1%	-19%	-7%	2%	-2.2
COc1ccc(CN2CCC3CC2c2cc(-c4cccc(C)c4)ccc23)cc1 (configuration not stated)	-12%	2%	15	x	-5%	9%	4%	-3.0
COc1ccc(S(=O)(=O)N2CCN(CCc3ccccc3)CC2)cc1	0%	10%	4	1%	8%	-7%	2%	1.2
C/C(=N/NC(=O)Cn1nc2ccccc2n1)c1ccc(F)cc1	3%	4%	0	1%	-13%	-5%	20%	-0.1
Cc1ccc(NC(=O)CSc2nc3ccccc3c(=O)n2CCCC(=O)NCC2CCCO2)cc1 (configuration not stated)	27µM*	7%	-13	-6%	5%	1%	-1%	-2.2
CCOC(=O)[C@]12CCCC=C1N(Cc1cccc3ccccc13)C(=O)[C@H](CC(=O)N1CCCC1)C2	-10%	-3%	15	x	-2%	8%	-4%	-1.1
COc1ccc(Br)cc1C(=O)Nc1cccc(C)c1C	-9%	-19%	7	-1%	19%	4%	-12%	-1.5
O=C(c1cccs1)N1CCN(C(=O)c2cccs2)C1=S	-18%	-8%	-7	x	-28%	-6%	12%	-2.1

Of the compounds above, two contain a cyano group.
structure	PLK1 PBD inh	EPAC1 antagonist	PI5P4K alpha inh	Mm-Cpn inhibitor	WRN inhibitor	EPAC1 ag	EPAC2 antag	CCT chaperon mod
COc1nc(N(C#N)CC(N)=O)nc(N2CCCC2)n1	-2%	4%	4	0%	-2%	4%	6%	-1.1
Cc1cc(/C=C(\C#N)C(=O)Nc2ccccc2F)c(C)[nH]1	-1%	11%	4	-3%	-8%	6%	0%	0.9

Continuation:
structure	PLK1 PBD inh	EPAC1 antagonist	PI5P4K alpha inh	Mm-Cpn inhibitor	WRN inhibitor	EPAC1 ag	EPAC2 antag	CCT chaperon mod
COc1ccc(C(=O)N/C(=C\c2ccc(Cl)cc2)C(=O)NCc2ccncc2)cc1	-1%	12%	11	x	-1%	-6%	4%	-1.1
Cc1ccccc1SCC(=O)OCC(=O)NCCNC(=O)COC(=O)CSc1ccccc1C	3%	-11%	3	-5%	0%	-2%	-15%	-0.5
CN(Cc1ccccc1)C(=O)c1ccco1	-4%	3%	4	-1%	-2%	0%	2%	-1.8
N=c1c(C(=O)NCc2ccco2)cc2c(=O)n3ccccc3nc2n1Cc1ccc(Cl)cc1	-18%	3%	x	-2%	-24%	16%	-1%	-1.9
Fc1ccc(CNc2cnccn2)cc1	-9%	3%	x	0%	5%	11%	-1%	-5.2
COc1ccc([C@H]2C[C@@H](O)[C@H](n3cc(COC(=O)c4ccccc4)nn3)CN2Cc2cccs2)cc1	-2%	-6%	6	x	-11%	5%	-3%	2.2
CC1(C)CC(NC(=O)c2cccc(Cl)c2)CC(C)(C)N1	-3%	1%	2	-1%	0%	-2%	0%	-3.1
O=C(Oc1ccc2c(c1)O/C(=C\c1ccncc1)C2=O)c1cccs1	0%	49%[activator]	u	1%	-14%	-9%	4%	1.2
COC(=O)c1ccc(NC(=O)CSc2nncc3ccc(OC)c(OC)c23)cc1	-12%	1%	0	-3%	-25%	8%	2%	-15
